# Source: PubChem BioAssay
# KCNQ2 inh: KCNQ2 potassium channel inhibitors, primary screen, cell-based, CHO-K1, FluxOR thallium flux, B-score (AID 2156); 1.1% of 310,000 active; Potassium voltage-gated channel subfamily KQT member 2 (Rattus norvegicus), O88943; B-score at 10 µM; 20 min; hits give low values;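 active means fluorescence ratio B-score at most minus 3 library SDs, with starting brightness B-score within 2 library SDs, cut at about -5.5 in these data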
# Target sequence (O88943 whole entry, looked up): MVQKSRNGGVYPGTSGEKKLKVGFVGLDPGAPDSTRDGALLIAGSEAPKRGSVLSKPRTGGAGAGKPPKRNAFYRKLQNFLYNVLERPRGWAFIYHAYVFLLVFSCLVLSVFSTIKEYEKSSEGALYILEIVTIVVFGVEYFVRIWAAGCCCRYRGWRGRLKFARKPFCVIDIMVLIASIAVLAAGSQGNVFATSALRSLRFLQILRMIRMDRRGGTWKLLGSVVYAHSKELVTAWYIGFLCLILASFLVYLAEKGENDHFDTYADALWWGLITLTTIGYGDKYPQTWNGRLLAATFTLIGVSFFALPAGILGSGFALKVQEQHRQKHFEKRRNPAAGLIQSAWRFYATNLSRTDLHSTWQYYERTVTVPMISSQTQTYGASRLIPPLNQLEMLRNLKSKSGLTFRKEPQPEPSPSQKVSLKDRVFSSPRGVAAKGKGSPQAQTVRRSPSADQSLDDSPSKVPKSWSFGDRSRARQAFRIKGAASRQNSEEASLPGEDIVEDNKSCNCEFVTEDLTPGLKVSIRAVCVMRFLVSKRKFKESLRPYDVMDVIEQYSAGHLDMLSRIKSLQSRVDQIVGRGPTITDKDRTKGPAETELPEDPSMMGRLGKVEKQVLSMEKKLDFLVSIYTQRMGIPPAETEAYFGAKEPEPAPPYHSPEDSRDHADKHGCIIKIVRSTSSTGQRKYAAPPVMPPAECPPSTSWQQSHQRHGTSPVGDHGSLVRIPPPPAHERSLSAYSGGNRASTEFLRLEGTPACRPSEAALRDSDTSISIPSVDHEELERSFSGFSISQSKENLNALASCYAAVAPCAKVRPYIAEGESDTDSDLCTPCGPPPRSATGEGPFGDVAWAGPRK
# CHT inh: inhibitors of human choline transporter CHT. High affinity choline transporter 1 (Homo sapiens), Q9GZV3. CHT-expressing cells, membrane potential dye, choline response; hits give low values. B-score at 10 µM. 0.86% of 310,000 active. AID 488975, 2010;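 active means B-score over 3 SD under the library average, and starting fluorescence ratio not unusually high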;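 further: choline stimulus applied at its EC90 after an EC20 pre-addition; B-score computed on integrated fluorescence ratio after choline addition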
# An asterisk follows results filed as active; i = inactive; / = no result given.
SMILES,KCNQ2 inh,CHT inh
CCc1ccc(OCCNC(=O)c2cccs2)cc1,i,i
COC(=O)CNc1nc(-c2ccccc2F)nc2ccccc12,i,i
Cc1cc(C(=O)COC(=O)c2cccn2C)c(C)n1Cc1ccco1,i,i
O=C(CCCCn1c(=S)[nH]c2ccsc2c1=O)NCc1ccco1,i,i
COc1ccc(CCn2c(C)cc(C(=O)COC(=O)c3ccc(NC(=O)CC#N)cc3)c2C)cc1,i,i
O=C(CSc1nnc(CN2CCCCC2)n1-c1ccccc1)c1ccc2c(c1)OCO2,i,i
CCc1ccccc1NCC(=O)Nc1ccc(Cl)c(C(F)(F)F)c1,i,i
O=S(=O)(c1ccccc1)N1CCN(c2ncccn2)CC1,i,i
COc1ccc(CC(=O)NCC2CCCN(Cc3ccc(F)c(OC)c3)C2)cc1 (configuration not stated),i,i
Cc1cc(C(c2nnnn2Cc2ccccc2)N2CCOCC2)c(C)n1-c1ccc2c(c1)OCO2 (configuration not stated),i,i
O=C(CN1C(=O)CSc2ccc(S(=O)(=O)N3CCOCC3)cc21)NCc1ccc(F)cc1,i,i
C/C(=N/NC(=O)c1ccn(C)n1)c1ccncc1,i,i
CN1C(=O)S/C(=C/c2cccnc2)C1=O,i,i
O=C(CCCNS(=O)(=O)c1ccc(Br)cc1)N1CC[C@@]2(O)CCCC[C@H]2C1,i,i
Nc1cc(-c2nc3ncccc3o2)ccc1Cl,i,i
Cc1cc(NC(=O)CN2CCN(C/C=C/c3ccccc3)CC2)c([N+](=O)[O-])cc1C,i,i
CCOc1ccc(Nc2nc(Cl)nc(NCCO)n2)cc1,i,i
Cc1ccc(NC(=O)CCc2nnc3ccc(N4CCN(C)CC4)nn23)cc1F,i,i
CCOC(=O)/C(=N\Nc1ccccc1Cl)N1CCN(C)CC1,i,i
Cc1sc(NC(=O)c2ccccc2)c(C(c2ccccn2)N2CCN(CCO)CC2)c1C (configuration not stated),i,i
Cc1ccc2nc(-c3ccc(SCC(=O)Nc4nc(C)cs4)nc3)[nH]c2c1,i,i
C/C(=N\N=C(/N)SC1CC(=O)N(c2ccccc2)C1=O)c1cccs1 (configuration not stated),i,i
CCC(C)Nc1nc2c(c(=O)[nH]c(=O)n2C)n1CCOc1ccccc1 (configuration not stated),i,i
O=C(N/N=C/c1c[nH]c2ccccc12)C1CC1c1ccccc1 (configuration not stated),i,i
CCOC(=O)c1ccccc1NC(=O)COC(=O)CCCOc1ccccc1,i,i

# Profiles, quoted from the list.
# Shown for O=C(CSc1nnc(CN2CCCCC2)n1-c1ccccc1)c1ccc2c(c1)OCO2 = KCNQ2 inh: i; CHT inh: i
# Shown for Cc1cc(C(c2nnnn2Cc2ccccc2)N2CCOCC2)c(C)n1-c1ccc2c(c1)OCO2 (configuration not stated) = KCNQ2 inh: i; CHT inh: i

# Returning to the listing with the three entries that preceded the break.
SMILES,KCNQ2 inh,CHT inh
CCC(C)Nc1nc2c(c(=O)[nH]c(=O)n2C)n1CCOc1ccccc1 (configuration not stated),i,i
O=C(N/N=C/c1c[nH]c2ccccc12)C1CC1c1ccccc1 (configuration not stated),i,i
CCOC(=O)c1ccccc1NC(=O)COC(=O)CCCOc1ccccc1,i,i
Cn1c(=N)n(CC(O)c2ccccc2)c2ccccc21 (configuration not stated),i,i
O=C(Cc1cccs1)N(Cc1ccco1)C1(C(=O)NC2CCCC2)CCCCC1,i,i
O=C(O)c1cnn2c(C(F)(F)F)cc(-c3ccco3)nc12,i,i
COc1cc(S(=O)(=O)n2nc(C)cc2C)c(OC)cc1Cl,i,i
CC(=O)c1cccc(NC(=O)N2CCC(C(=O)c3ccc(F)cc3)CC2)c1,i,i
Cc1ccc(NC(=O)NNc2cccc(Cl)n2)cc1,i,i
Cc1cccnc1N1C(=O)c2ccc(C(=O)O)cc2C1=O,i,i
CCCCCn1c(=O)[nH]c2cc(C(=O)N3CCN(c4ccc(C(C)=O)cc4)CC3)ccc2c1=O,i,i
Cn1c(=O)c2c3c(sc2n2cnnc12)CCC3,i,i
Cn1c(CC(=O)Nc2cccc(Cl)c2Cl)nnc1SCC(=O)NC1=NCCS1,i,i
COc1cccc(N2CN(CCc3ccccc3)CNC2=S)c1,i,i
Cc1ccccc1/[N+]([O-])=C/c1ccncc1,i,i
Cc1ccc(C)c(C(=O)Nc2ccncc2)c1,i,i
CC(=O)Nc1ccc(NC(=O)CN(C)S(=O)(=O)c2ccc3c(c2)CCC(=O)N3)cc1,i,i
O=C(Nc1cccs1)Nc1c(F)c(F)cc(F)c1F,i,i
Cc1cc(C)cc(OCC(=O)OCC(=O)c2ccc3c(c2)NC(=O)CO3)c1,i,i
CCC(=O)N1c2ccc(S(=O)(=O)N3CCOCC3)cc2CC1C (configuration not stated),i,i
CCOc1ccc(NC(=O)Nc2ccc3c(c2)nnn3C)cc1,i,i
C/C(=N\NC(=O)C1CC1)c1ccc(C)c(C)c1,i,i
O=C(C(c1ccccc1)c1ccccc1)N(Cc1ccco1)C1CCS(=O)(=O)C1 (configuration not stated),i,i
O=C(NC1CCN(Cc2ccccc2)CC1)C1CCCN(S(=O)(=O)c2cccc3nonc23)C1 (configuration not stated),i,i
COc1ccccc1OCC(=O)N/N=C1\CCc2ccccc21,-5.6*,i
CCc1ccc(NC(=O)CN(CC(=O)Nc2ccc(CC)cc2)CC(C)O)cc1 (configuration not stated),i,i
CN(C)CCOC(=O)c1cccc(Br)c1,i,i
C=CCNC(=S)/N=c1\sccn1C,i,i

# Other structures:
SMILES,KCNQ2 inh,CHT inh
O=C(COC(=O)C1CCCCC1)Nc1ccccc1OC(F)F,i,i
Cc1ccccc1OCC(=O)NCC(=O)N/N=C/c1ccc(Br)o1,i,i
O=C(c1cc(-c2cccnc2)nc2ccccc12)N1CCCc2ccccc21,i,i
Cc1ccc(NC(=O)CN(c2ccccc2)S(=O)(=O)N(C)C)cc1C,i,i
O=C(O)Cc1ccc(NC(=O)Nc2ccc(Br)cc2)cc1,i,i
Cn1c(=NC(=O)COc2ccccc2)sc2cc(F)cc(F)c21,i,i
COC(=O)CCCC1=CC2=C(c3ccccc3)C(=O)C(C)(OC(=O)C3CCCC3)C(=O)C2=CN1C1CC1 (configuration not stated),i,i
O=C1NCCn2ccc(=O)cc21,i,i
COc1ccccc1-c1c(C)nn2c(N)c(-c3ccccc3)cnc12,i,i
COc1ccc(-n2nnnc2SCC(=O)Nc2ccccc2F)cc1,i,i
CC(=O)N1CCc2cc3nc(C)cc(C)c3cc21,i,i
CCC1CCCCN1CCCNC(=O)c1ccc2c(c1)N(Cc1ccc(F)cc1)C(=O)c1ccccc1S2=O (configuration not stated),i,i
O=C1CN(C(=O)c2ccccc2F)C(c2ccc(F)cc2)c2cc(F)ccc2N1 (configuration not stated),i,i
COc1ccccc1NC(=O)CSc1nnc(-c2ccccn2)o1,i,i
CC(C)N1CCN(Cc2ccc(OCc3ccccc3)cc2)CC1CCO (configuration not stated),i,i
Cc1ccccc1NC(=O)CSc1nc2ccccc2c(=O)n1CC1CCCO1 (configuration not stated),i,/
CCOc1ccccc1-n1c(SCC(=O)Nc2nccs2)nnc1-c1ccoc1C,i,i
CN(C)CCSc1nnc2[nH]c3ccccc3c2n1,i,i
O=C(c1ccccc1Cl)N1CCC(n2cccc2)CC1,i,i
O=C(NC(=S)N(CCCCO)C1CCCCC1)c1sc2ccccc2c1Cl,i,i
Cc1ccc(CNC(=O)CSc2nc(=O)n3ccccc3n2)cc1,i,i
O=S(=O)([N-]c1nc2ccccc2nc1-n1cc[n+](Cc2ccccc2)c1)c1ccc(Cl)cc1,i,i
C=CCc1c(C)c(C#N)c2nc3ccccc3n2c1NCCN(C)C,i,i
N=c1cc(C2(O)CCCCC2)n2c(nc3ccccc32)s1,i,i
COc1ccc(OC)c(NC(=O)c2ccc(NS(C)(=O)=O)cc2)c1,i,i

# 6 structures from above, ordered by number of heavy atoms, smallest number first.
SMILES,KCNQ2 inh,CHT inh
CC(=O)N1CCc2cc3nc(C)cc(C)c3cc21,i,i
CN(C)CCSc1nnc2[nH]c3ccccc3c2n1,i,i
O=C(O)Cc1ccc(NC(=O)Nc2ccc(Br)cc2)cc1,i,i
O=C(NC(=S)N(CCCCO)C1CCCCC1)c1sc2ccccc2c1Cl,i,i
O=S(=O)([N-]c1nc2ccccc2nc1-n1cc[n+](Cc2ccccc2)c1)c1ccc(Cl)cc1,i,i
COC(=O)CCCC1=CC2=C(c3ccccc3)C(=O)C(C)(OC(=O)C3CCCC3)C(=O)C2=CN1C1CC1 (configuration not stated),i,i

# Next records:
SMILES,KCNQ2 inh,CHT inh
O=C(O)c1ccc(NS(=O)(=O)c2ccc(N3CCCC3)c([N+](=O)[O-])c2)cc1,i,i
CCn1ncc(Cl)c1C(=O)Nc1ccc2c(c1)CCC2,i,i
O=C(NCC(=O)N1CCCC1C(=O)O)OC1CCCCC1 (configuration not stated),i,i
COc1ccccc1NC(=O)CCc1nnc2ccc(NCc3ccco3)nn12,i,i
CC(=O)Nc1nc2cccc([N+](=O)[O-])c2s1,i,i
O=C(CCCN1C(=O)c2cccc3cccc(c23)C1=O)N1CCN(c2ccc(F)cc2)CC1,i,i
Cc1ccnc(NC(=O)CCC(=O)N(CC(=O)NCCc2ccccc2)c2ccccc2F)c1,i,i
CN(C)S(=O)(=O)Oc1ccccc1C(=O)Nc1ccc(F)cc1F,i,i
Cc1cc(C)cc(N(CC(=O)NCc2ccco2)C(=O)CCC(=O)Nc2ccccn2)c1,i,/
COc1ccc(C(=O)OCC(=O)c2cc(OC)ccc2OC)c(OC)c1,i,i
CC(=O)N1c2ccc(S(=O)(=O)N3CCC(C(=O)N4CCN(c5cc(Cl)ccc5C)CC4)CC3)cc2CC1C (configuration not stated),i,i
COc1cc2oc3ccc(C#Cc4ccccn4)cc3c(=O)c2cc1OC,i,i
O=C1NC(=O)/C(=C/c2cc3c(cc2Br)OCO3)S1,i,i
C=CCN(CC=C)S(=O)(=O)c1ccc2nsnc2c1,i,i
Cc1cccc(C)c1NC(=O)C(NS(=O)(=O)c1cccs1)c1ccccc1 (configuration not stated),i,i
COc1ccc(CCNC(=O)CCCCC(=O)NCCc2ccc(OC)c(OC)c2)cc1OC,i,i
N/C(=N\NS(=O)(=O)c1ccc(Cl)cc1)c1ccccn1,i,i
CC(C)NCC(O)COCCOc1ccc(C(C)(C)C)cc1 (configuration not stated),i,i
CCOc1ncccc1C(=O)Nc1nnc(C2CC2)s1,i,i
COc1ccc(C(O)Cc2nc3ccccc3n2C)cc1OC (configuration not stated),i,i
O=c1oc2ccccc2c(NCCO)c1[N+](=O)[O-],i,i
Cc1c(CN2CCCC(C(=O)c3cccc(Cl)c3)C2)c(=O)n(-c2ccccc2)n1C (configuration not stated),i,i
CCN1CCN(c2ncc3c(n2)CC(c2ccc(OC)c(OC)c2)CC3=O)CC1 (configuration not stated),i,i
Nc1c(-c2ccc3c(c2)OCCO3)oc2ccccc2c1=O,i,i
Cc1ccccc1N=Nc1c(C)[nH]n(C(N)=S)c1=O,i,i

# Next section
SMILES,KCNQ2 inh,CHT inh
Brc1ccc(-c2csc3ncnc(-n4nnc5ccccc54)c23)cc1,i,i
Nc1nc(N)c(N=Nc2ccc(S(N)(=O)=O)cc2)c(=O)[nH]1,i,i
CCOC(=O)C1CCCCN1Cc1cccc(F)c1 (configuration not stated),i,i
CCOC(=O)c1ccc(S(=O)(=O)NNC(=O)c2ccc3c(c2)nc(C)n3CC)cc1,i,i
Oc1ccccc1O,/,i
COc1ccc(N(CC(=O)Nc2cccc(C)c2C)S(=O)(=O)c2c(C)[nH]c(=O)[nH]c2=O)cc1,i,i
O=C(Nc1cc(S(=O)(=O)N2CCOCC2)ccc1Cl)c1cc(=O)c2ccccc2o1,i,i
COc1ccc(-n2nc3c(c2NC(=O)C(C)Cl)CSC3)cc1 (configuration not stated),i,i
COC(=O)Cn1cnc2sc3c(c2c1=O)CCCC3,i,i
Cc1cc[n+](-c2[nH]c(=O)sc2/C=N/NC([S-])=Nc2ccccc2)cc1C,i,i
Cc1ccc(NC(=O)CCC(=O)NNC(=O)c2ccccc2)c(C)c1,i,i
CCCC(C)NC(=O)COC(=O)c1ccc2c(c1)C(=O)N(Cc1ccco1)C2=O (configuration not stated),i,i
Cc1ccc(OCC(O)CN2CCOCC2)cc1 (configuration not stated),i,i
CCN(CC)CCCNC(=O)C1CCC(=O)N(c2ccc(OC)cc2)C1c1ccc(F)cc1 (configuration not stated),i,i
O=C(CCCc1ccccc1)NCCCc1ccccc1,i,i
Cc1[nH]c2ccccc2c1C(=O)CN1C(=O)NC2(CC(C)CC(C)(C)C2)C1=O (configuration not stated),i,i
CC(=O)Oc1ccc2ccccc2c1C(NC(=O)Cc1ccccc1)c1ccc(Cl)cc1 (configuration not stated),i,i
COC(=O)C(C#N)c1nc2ccccc2nc1N1CCCC1 (configuration not stated),i,i
O=C(COc1cccnc1[N+](=O)[O-])N1CCc2ccccc21,i,i
Cc1ccc(N=C2NC(=O)/C(=C/c3cccnc3)S2)c(C)c1,i,i
N#C/C=C(/N)c1ccc(Br)cc1,i,i
COc1ccc(C2C/C(=N\O)C(C)(C)O2)cc1 (configuration not stated),i,i
CCOC(=O)C1=C(Cn2cnc3ccccc32)NC(=O)NC1c1ccc(Cl)cc1 (configuration not stated),i,i
COCCN(Cc1cc2cc(C)ccc2n2nnnc12)C(=S)Nc1cccc(C)c1,i,i
O=C(NCc1ccncc1)C1CCN(S(=O)(=O)c2ccccc2)CC1,i,i
CCC(C(=O)NC1CCCC1)N(C(=O)Cn1nnc(-c2ccc(C)o2)n1)c1ccccc1OC (configuration not stated),i,i
Cc1cc(C)c([C@@H]2C[C@H]3CN(C4CCCC4)C(=O)[C@]34CCCN24)c(-n2cccn2)c1,i,i

# Of the compounds above, two have a CF3 group:
SMILES,KCNQ2 inh,CHT inh
CCc1ccccc1NCC(=O)Nc1ccc(Cl)c(C(F)(F)F)c1,i,i
O=C(O)c1cnn2c(C(F)(F)F)cc(-c3ccco3)nc12,i,i
